Source: PubChem BioAssay
SUMO Mot1 rescue: blocks SUMOylation pathway, rescuing yeast Mot1-301 growth; AID 2716; S. cerevisiae Mot1-301 growth rescue, ATP luminescence, 38.5C; percent above DMSO median, 100 means doubled; growth rescue, % at 18.8 µM; actives 1% (n = 320,000);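 active means every valid replicate shows activation above 250% relative to neutral control wells; inactive means the rest, any valid replicate at or below 250%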;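 further: OY570 slx delta 5 strain wells were the positive control but not used for scaling; some compounds called inactive have numbers as strong as hits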
PKA-R1A act: activates the PKA-R1A holoenzyme complex | P00514+P68181 | PKA-R1A dissociation, Cy5-IP20 fluorescence polarization; scaled: DMSO 0%, 113 µM cGMP 100% | activation, % at 11.4 µM | actives 0.083% (n = 340,000);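 active means percent activation above the mean of all tested compounds plus 3 SD, cut at about 19% in these data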;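 further: higher means more PKAc released from R1A so a rise in polarization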
AddAB inh: less growth of phage-infected E. coli with AddAB. actives 0.29% (n = 330,000). inhibition, % at 11.9 µM. E. coli expressing H. pylori AddAB, absorbance growth; in the data active means inhibition above about 12%;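 further: 0% = vehicle wells of infected cells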
phage Ecoli inh: E. coli growth loss with phage present. growth absorbance. inhibition, % at 11.9 µM. actives 0.26% (n = 360,000). AID 651602; in the data active means inhibition above about 11%
HTR5A inv ag: HTR5A inverse agonism, opioid heterodimer counter-screen; HTR5A cell line, luminescence; inhibition, % at 9.3 µM; P47898; actives 0.083% (n = 340,000); in the data active means inhibition mostly above about 23%, no sharp cut-off; inactive means mostly below about 18%;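 further: 0% = cells with DMSO and 100% = no-cell wells with DMSO; some compounds called inactive have numbers as strong as hits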
DSG3 Ab inh: blocks pemphigus antibody binding to human desmoglein-3 | DSG3-coupled beads, scFv-anti-DSG3-GFP binding, flow cytometry; hits give low values | P32926 | binding (percent of control), % at 10 µM | actives 0.48% (n = 310,000);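 active means binding more than 3 SD below its plate's average and above zero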;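 further: hits lower antibody fragment binding to DSG3; some compounds called inactive have numbers as strong as hits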
Target sequence (P32926 whole entry, looked up, the tested form may be a part): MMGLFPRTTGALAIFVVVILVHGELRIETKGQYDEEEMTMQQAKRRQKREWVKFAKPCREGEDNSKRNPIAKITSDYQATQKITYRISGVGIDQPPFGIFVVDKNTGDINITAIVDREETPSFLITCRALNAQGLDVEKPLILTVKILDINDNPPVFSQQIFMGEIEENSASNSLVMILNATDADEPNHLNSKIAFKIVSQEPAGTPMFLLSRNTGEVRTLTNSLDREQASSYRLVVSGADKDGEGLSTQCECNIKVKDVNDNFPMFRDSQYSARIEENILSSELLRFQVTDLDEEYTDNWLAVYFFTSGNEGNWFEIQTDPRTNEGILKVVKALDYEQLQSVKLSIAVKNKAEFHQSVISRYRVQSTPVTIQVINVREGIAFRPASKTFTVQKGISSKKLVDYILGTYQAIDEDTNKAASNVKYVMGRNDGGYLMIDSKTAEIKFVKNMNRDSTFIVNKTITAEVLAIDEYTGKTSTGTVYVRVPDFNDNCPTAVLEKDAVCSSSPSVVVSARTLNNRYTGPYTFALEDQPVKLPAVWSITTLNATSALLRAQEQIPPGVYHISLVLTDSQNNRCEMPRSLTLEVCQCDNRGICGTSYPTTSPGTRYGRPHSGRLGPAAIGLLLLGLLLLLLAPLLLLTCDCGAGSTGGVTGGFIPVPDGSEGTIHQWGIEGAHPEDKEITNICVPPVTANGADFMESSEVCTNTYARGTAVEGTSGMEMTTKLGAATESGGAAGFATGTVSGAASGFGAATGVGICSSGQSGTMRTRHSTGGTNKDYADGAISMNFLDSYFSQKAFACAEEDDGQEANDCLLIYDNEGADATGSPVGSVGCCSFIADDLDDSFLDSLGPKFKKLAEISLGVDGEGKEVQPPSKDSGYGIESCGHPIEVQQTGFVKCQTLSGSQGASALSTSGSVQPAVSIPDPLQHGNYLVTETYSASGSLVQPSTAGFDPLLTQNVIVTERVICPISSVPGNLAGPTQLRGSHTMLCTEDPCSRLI
PfHsp90 set2: growth inhibition of yeast expressing Plasmodium Hsp90 | actives 0.32% (n = 310,000) | S. cerevisiae expressing PfHsp90, BacTiter-Glo ATP, 48 h; yeast lacking PDR1 and PDR3 efflux regulators | inhibition, % at 9.4 µM;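 active means every replicate shows inhibition above about 80%, whatever the replicate mean, limit read from the data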;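 further: 0% = DMSO neutral controls and 100% = 20 µM radicicol positive controls; yeast relying on Plasmodium falciparum Hsp90 in place of its own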
HTR5A ag ctr: HTR5A agonism, opioid heterodimer counter-screen; activation, % at 9.3 µM; AID 504692; P47898; HTR5A agonist assay, luminescence, cell-based; actives 0.61% (n = 340,000); in the data active means activation mostly above about 9.5%, no sharp cut-off; inactive means mostly below about 7.6%;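 further: 0% = cells with vehicle only and 100% = reference agonist; strong numbers were not always called active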
E coli growth: counter-screen for AddAB inhibitors: E. coli growth inhibition; E. coli V3065 growth, OD600 absorbance, 18 h; AID 449728; actives 0.27% (n = 330,000); inhibition, % at 11.9 µM;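 active means inhibition above the campaign's mean inhibition across all tested compounds plus 3 SD, cut at about 9.9% in these data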;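 further: uninfected addAB+ strain grown without phage in ampicillin broth; 0% = DMSO wells and 100% = ciprofloxacin 0.95 µg/ml wells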
MOR-DOR ag: OPRM1-OPRD1 heterodimerization agonism | cells, luminescence | P35372+P41143 | actives 0.3% (n = 340,000) | activation, % at 9.3 µM; in the data active means activation above about 18%;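 further: 0% = vehicle-treated cells and 100% = reference agonist; values of inactives mirror those of a sister screen read the other way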
MOR-DOR inv ag: inverse agonists of human mu-delta opioid receptor heterodimerization. AID 504357. cell-based MOR-DOR heterodimer luminescence, inverse agonism. inhibition, % at 9.3 µM. actives 0.21% (n = 340,000). P35372+P41143; in the data active means inhibition above about 22%, passing the limit was not always enough;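 further: 0% = cells with DMSO and 100% = wells without cells with DMSO; values of inactives mirror those of a sister screen read the other way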
* hit, by the source's call; · = not tested or not shown. The list is partial, so the mix of outcomes need not match the whole.

Keys: A = SUMO Mot1 rescue; B = PKA-R1A act; C = AddAB inh; D = phage Ecoli inh; E = HTR5A inv ag; F = DSG3 Ab inh; G = PfHsp90 set2; H = HTR5A ag ctr; I = E coli growth; J = MOR-DOR ag; K = MOR-DOR inv ag
SMILES: COc1ccc(-c2[nH]ncc2CNC(C)Cc2cccc(C)n2)cc1F (centres undefined)
  A: 53.7 | B: 6.8 | C: -2.3 | D: 2.9 | E: 3.8 | F: 97.2 | G: 18.9 | H: 2.9 | I: 0.0 | J: -0.9 | K: 4.7

SMILES: CCCCn1c(=O)c(C(=O)Nc2ccccc2Cl)c(O)c2ccccc21
  A: -16.5 | B: 5.2 | C: 1.0 | D: 0.6 | E: 16.9 | F: 97.7 | G: 4.1 | H: -4.6 | I: 0.7 | J: -1.5 | K: 7.2

SMILES: Fc1ccc(N2CCN(Cc3cc4c(cc3Br)OCO4)CC2)cc1
  A: 32.3 | B: -14.4 | C: -1.0 | D: -0.9 | E: -12.3 | F: 124.6 | G: 8.6 | H: 3.2 | I: 0.0 | J: -0.1 | K: 0.4

SMILES: Nc1c(C(=O)NCCN2CCOCC2)c2nc3ccccc3nc2n1Cc1ccccc1
  A: -4.8 | B: 10.7 | C: 4.3 | D: 1.8 | E: -16.6 | F: 97.0 | G: -9.0 | H: 3.7 | I: -2.0 | J: 0.7 | K: -3.4

SMILES: C[N+](C)(C)CCc1ccc(O)cc1
  A: 16.8 | B: -10.3 | C: 3.7 | D: 2.6 | E: 8.9 | F: 103.7 | G: 0.3 | H: 4.0 | I: -1.3 | J: -3.4 | K: 17.4

SMILES: C#C[C@@]1(O)CCC2C3CCC4=C/C(=N/OCC(=O)NC(C(=O)NC(CC(C)C)C(=O)O)C(C)C)CC[C@]4(C)C3CC[C@@]21C (some centres undefined)
  A: -0.6 | B: 1.4 | C: · | D: -0.3 | E: -13.6 | F: 100.9 | G: -21.9 | H: 3.6 | I: · | J: -1.4 | K: 6.3

SMILES: OCC#CC[N+]1(CC#Cc2ccccc2)CCOCC1
  A: 4.6 | B: -2.7 | C: -0.7 | D: 1.9 | E: 7.9 | F: 103.1 | G: -23.5 | H: -3.2 | I: 0.8 | J: -2.6 | K: 13.8

Compounds from the list above with nitrogen in an aromatic ring, in the order listed:
Keys: A = SUMO Mot1 rescue; B = PKA-R1A act; C = AddAB inh; D = phage Ecoli inh; E = HTR5A inv ag; F = DSG3 Ab inh; G = PfHsp90 set2; H = HTR5A ag ctr; I = E coli growth; J = MOR-DOR ag; K = MOR-DOR inv ag
SMILES: COc1ccc(-c2[nH]ncc2CNC(C)Cc2cccc(C)n2)cc1F (centres undefined)
  A: 53.7 | B: 6.8 | C: -2.3 | D: 2.9 | E: 3.8 | F: 97.2 | G: 18.9 | H: 2.9 | I: 0.0 | J: -0.9 | K: 4.7

SMILES: CCCCn1c(=O)c(C(=O)Nc2ccccc2Cl)c(O)c2ccccc21
  A: -16.5 | B: 5.2 | C: 1.0 | D: 0.6 | E: 16.9 | F: 97.7 | G: 4.1 | H: -4.6 | I: 0.7 | J: -1.5 | K: 7.2

SMILES: Nc1c(C(=O)NCCN2CCOCC2)c2nc3ccccc3nc2n1Cc1ccccc1
  A: -4.8 | B: 10.7 | C: 4.3 | D: 1.8 | E: -16.6 | F: 97.0 | G: -9.0 | H: 3.7 | I: -2.0 | J: 0.7 | K: -3.4
